XiGFP reactiv: activators of inactive X chromosome reactivation, primary screen, imaging, XiGFP fibroblasts, GFP high-content imaging, set 2; XiGFP mouse fibroblasts, % GFP-positive cells imaging, 3 d; cells co-treated with 5-aza-dC sensitizer; scaled so ellipticine positive control = 100%; activation, % at 7.58 µM; hit rate 0.055% among 360,000; AID 743238, 2013;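 active = mean normalized replicate activation at least 10% and every replicate at or above 10%; inconclusive = only one of the two criteria met; inactive = mean below 10% and not all replicates reach 10%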;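 also: 0% = median of on-plate neutral control wells and 100% = ellipticine 6 µM median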
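Schedule: 3 d treatment, 15 min room-temperature fixation; system: 68-5-11 XiGFP fibroblast line; buffer or medium: DMEM plus 5-aza-dC sensitizer; control set: ellipticine 6 µM positive control; compound: one concentration, pinned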
E-selectin induc: E-selectin induction in HUVECs, primary screen, imaging, HUVEC, immunofluorescence imaging, single point; P16581; normalized: neutral wells 0, TNF-alpha wells 100; activation, % at 7.58 µM; hit rate 0.37% among 260,000;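 active = mean E-selectin-positive cell signal at least 10% of the positive control, reached in at least 60% of replicates, without over 20% cell loss; inconclusive = no rule given, readout overlaps actives, possibly toxicity-flagged; inactive = the rest, including those meeting only one limit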;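 also: in these data hits start at about 27%; measured in HUVEC primary endothelial cells; signal is the percent of cells scored E-selectin positive by PE staining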
Target sequence (P16581 whole entry, looked up): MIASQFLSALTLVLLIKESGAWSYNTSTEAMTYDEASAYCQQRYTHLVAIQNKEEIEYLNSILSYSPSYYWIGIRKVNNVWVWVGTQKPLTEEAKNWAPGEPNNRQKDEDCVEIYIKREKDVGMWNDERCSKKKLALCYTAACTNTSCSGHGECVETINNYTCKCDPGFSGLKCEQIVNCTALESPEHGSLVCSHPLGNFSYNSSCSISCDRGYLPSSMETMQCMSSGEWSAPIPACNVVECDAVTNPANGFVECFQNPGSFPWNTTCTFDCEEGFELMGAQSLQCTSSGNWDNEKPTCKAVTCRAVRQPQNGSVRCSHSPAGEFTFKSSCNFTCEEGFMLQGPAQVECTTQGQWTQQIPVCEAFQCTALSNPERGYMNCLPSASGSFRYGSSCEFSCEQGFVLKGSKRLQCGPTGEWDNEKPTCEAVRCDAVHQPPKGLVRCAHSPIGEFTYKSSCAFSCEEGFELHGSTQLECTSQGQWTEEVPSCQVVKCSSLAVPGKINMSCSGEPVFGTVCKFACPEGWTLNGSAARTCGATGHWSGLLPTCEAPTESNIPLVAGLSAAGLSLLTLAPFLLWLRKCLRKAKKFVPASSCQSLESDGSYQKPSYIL
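System: HUVEC, human umbilical vein endothelial cells; quantity: 3,000 cells/well; buffer or medium: EGM-2 medium, gelatin-coated wells; dosing: single-point compound dose; detection: immunofluorescence imaging; evaluation: % PE-positive cells; benchmarks: TNF-alpha, DMSO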
DENV2 CPE rescue: inhibitors of DENV2 cytopathic effect, primary screen, cell-based, plate reader, single concentration | DENV2-infected cells, cytopathic effect rescue | CPE inhibition, % at 9.99 µM | hit rate 1.7% among 350,000; in the data active = CPE inhibition above about 20%, passing the limit was not always enough; inconclusive = no clear call, values can overlap the other calls; tested in BHK-21 cells;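 also: 0% = median of neutral control wells and 100% = median of positive control wells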
RAD54 inh: inhibitors of human RAD54 branch migration, primary screen, biochemical, fluorescence, single point; inhibition, % at 10.4 µM; RAD54 Holliday junction branch migration, FAM/BHQ fluorescence; hit rate 0.14% among 360,000; DNA repair and recombination protein RAD54-like (Homo sapiens), Q92698;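 active = mean normalized replicate activity at least 40 and at least half of replicates scoring 40 or more; inconclusive = only one of the two criteria met; inactive = mean below 40 and under half of replicates reaching 40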;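 also: 0% = median of neutral control wells and 100% = median of positive control wells; inhibitors cause a drop in the FAM fluorescence signal; in these data hits start at about 50%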
RAD52 anneal inh: RAD52 DNA annealing inhibitors, primary screen, biochemical, FRET, single point, set 2; recombinant RAD52 DNA annealing, FRET fluorescence; inhibition, % at 18.7 µM; hit rate 0.46% among 360,000;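 active = every replicate showing at least 50% inhibition; inconclusive = mean inhibition at least 50% but not in every replicate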
CFTR F508del cor: F508del CFTR correction, initial screen, CFBE line, single point | CFBE cells, YFP halide quenching; stimulated with forskolin plus potentiator P3; % fluorescence drop versus neutral controls | activity (quench increase), % at 7.58 µM | hit rate 0.36% among 350,000 | AID 720511, 2013;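 active = mean added fluorescence quench of at least 8% versus neutral control, with both replicates also reaching 8%; inconclusive = only one of the mean or replicate conditions met; inactive = mean below 8% and not both replicates reaching 8%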;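 also: cells transiently co-express mutant CFTR-F508del with the halide-sensitive YFP; corrector assay measuring rescue of mutant channel to the surface after 24 h compound exposure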
GSIS activator: GLuc luminescence reporter in INS-1E cells, primary screen for activators of glucose-dependent secretion of insulin; activation, % at 16.6 µM; hit rate 0.61% among 370,000; INS-1E GLuc reporter insulin secretion, 2-3 h; AID 743287, 2014;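 active = lowest replicate activation of at least 40%, so every replicate reaches that level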;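 also: 0% = median of neutral control wells and 100% = median of IBMX positive control wells; some compounds called inactive have numbers as strong as hits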
Casp6 inh: human caspase-6 inhibitors, primary screen, biochemical, VEID-R110 fluorescence, single point, set 2; inhibition, % at 12.5 µM; purified caspase-6, Z-VEID-R110 cleavage fluorescence; hit rate 0.53% among 350,000; P55212;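 active = mean inhibition across replicates at least about 35%, with every replicate also reaching that limit, limit read from the data; inconclusive = only one of the two criteria met; inactive = neither criterion met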;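 also: 0% = median of neutral control wells and 100% = no fluorescence left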
Target sequence (P55212 24-179 limits assumed): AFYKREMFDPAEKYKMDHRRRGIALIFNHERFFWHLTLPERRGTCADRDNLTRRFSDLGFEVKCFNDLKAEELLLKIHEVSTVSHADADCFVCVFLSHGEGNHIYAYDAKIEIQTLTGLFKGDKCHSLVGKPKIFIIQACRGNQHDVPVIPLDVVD
Target sequence (P55212 194-293 limits assumed): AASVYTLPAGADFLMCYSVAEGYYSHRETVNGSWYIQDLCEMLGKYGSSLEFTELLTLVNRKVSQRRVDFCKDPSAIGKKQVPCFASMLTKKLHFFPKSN
* marks the source's active call; other numbers are inactive results; i = inactive; ? = inconclusive; · = no result given; & = joins results of further samples.

structure,XiGFP reactiv,E-selectin induc,DENV2 CPE rescue,RAD54 inh,RAD52 anneal inh,CFTR F508del cor,GSIS activator,Casp6 inh
COc1cc(C2c3[nH]c4ccccc4c3C[C@@H]3C(=O)N(Cc4ccco4)CC(=O)N23)cc(OC)c1OC (stereo not given in full),0.3,-0.1,1,-2,-15,-1.0,-8,-1
Clc1cccc(Cl)c1/C=C/c1ccn[nH]1,0.1,·,-5,1,-9,1.8,-31,-3
Cc1ccccc1CN(C)c1ccc(S(=O)(=O)N2CCN(C)CC2)cn1,0.0,·,-2,12,-4,2.7,-13,-3
CCOC(=O)C(=CNc1ccccc1Cl)C(=O)OCC,0.3,0.0,-2,-1,2,7.5,-20,·
NC(=O)c1ccc(Oc2ccc(Cl)cc2)c([N+](=O)[O-])c1,0.2,·,-6,·,-5,-0.8,·,-1
COc1ccc(CN2CCN(S(=O)(=O)c3ccc(C)cc3)CC2)cc1OC,0.0,0.4,13,·,-6,6.1,6,-3
COCc1cn(CC[C@H]2CC[C@@H](NC(=O)Nc3ccccc3)[C@H](CO)O2)nn1,-0.3,-0.3,-4,5,-2,3.1,3,0
Cc1c(Cl)cccc1NC(=O)c1cccnc1,0.2,·,-1,-6,1,-0.5,-5,2
C[C@H]1CN([C@@H](C)CO)C(=O)c2cc(C3=CCCCC3)cnc2O[C@H]1CN(C)C(=O)Cc1ccncc1,-0.2,-0.1,?,-5,4,0.9,-5,2
CC1CCCN(c2nc3nonc3nc2Nc2ccccc2F)C1 (stereo not given),0.2,3.2,10,·,-14,2.8,1,-2
O=C(NC1CCCCC1)NS(=O)(=O)c1ccc2c(c1)CCC2,0.0,·,-7,·,3,-2.0,·,1
COc1ccc(NC(=O)N(C)C[C@@H]2Oc3ccc(NC(=O)Nc4ccc5c(c4)OCO5)cc3CC(=O)N([C@H](C)CO)C[C@H]2C)cc1,0.4,-2.9,-7,9,·,2.8,-11,·
Cc1ccsc1C(=O)NNC(=O)CCN1CCN(c2ccccc2)CC1,0.4,·,-6,·,4,-0.1,12,-1
COc1ccc(S(=O)(=O)Nc2ccc3c(c2)CC(=O)N([C@H](C)CO)C[C@H](C)[C@H](CN(C)C(=O)Nc2ccc4c(c2)OCO4)O3)cc1,-0.5&0.1,0.2&-0.3,·,4,-18,1.1,9,-3
CSCC[C@H](NC(=O)C1CCC(CNC(=O)[C@@H]2CCCN2C(=O)OC(C)(C)C)CC1)C(=O)O (stereo not given in full),0.4,·,-11,1,-13,0.3,-1,3
O=S(=O)(NCC(c1cccnc1)N1CCOCC1)c1ccccc1 (stereo not given),0.2,·,-3,·,-2,-3.8,-6,3
O=S(=O)(NC(=S)c1ccccc1)c1ccccc1,0.1,1.7,2,·,-11,-1.1,·,7
CCC(=O)N1CCc2cc(Br)cc(S(=O)(=O)N3CCC(C(=O)NC(C)(C)C)CC3)c21,0.2,-0.2,?,6,-15,-1.0,-21,1
COc1ccc(CN(C)C(=O)c2cc(-c3ccc(C)cc3C)nc3ccccc23)c(OC)c1OC,0.0,·,13,4,-16,1.4,-26,-1
OC(C#CCCN1CCCCC1)(c1ccccc1)c1ccccc1,0.1,·,4,-7,-22,·,3,-3
CCOc1cc(/C=N/NC(=O)c2ccc(N(C)S(=O)(=O)c3ccccc3)cc2)ccc1OC,0.0,·,-3,1,-6,-0.9,5,-5
NC(=O)CCC1NC(=S)N(Cc2ccccc2)C1=O (stereo not given),0.0,·,-4,·,-8,1.6,16,-2
Cc1c2cn[nH]c(=O)c2c(C)n1-c1ccccc1,0.3,-0.1,1,7,-6,-1.4,18,1
CN(C)C(=O)C[C@H]1CC[C@@H]2[C@@H](COc3ccc(NC(=O)C4CCOCC4)cc3C(=O)N2C)O1,0.1,0.0,-8,-13,2,-1.9,1,1
CCCNC(=O)Nc1ccc2c(c1)OC[C@H](C)N(CCC)C[C@@H](C)[C@H](OC)CN(C)C2=O,0.4,-0.3,1,4,-1,0.1,1,1
COc1cc(C(=S)N2CCC(Cc3ccccc3)CC2)ccc1OCC(N)=O,-0.1,-0.2,-2,-10,-10,-1.8,3,·
c1ccc(-c2cc(-c3ccncc3)nc3ccc4ccccc4c23)cc1,-0.1,·,5,·,3,0.3,4,1
Cc1ccc(NC(=O)CN(C)Cc2ccc(Cl)cc2)cc1,1.5,0.2,·,·,-14,-1.0,-3,-2
C[C@H]1CN([C@@H](C)CO)C(=O)c2cccc(NS(=O)(=O)c3ccc(F)cc3)c2O[C@@H]1CN(C)S(=O)(=O)c1cccs1,-0.7,11,6,-5,2,1.6,6,0
O=C(CN1C(=O)C2C3C=CC(C3)C2C1=O)Nc1ccc(S(=O)(=O)Nc2nccs2)cc1 (stereo not given),-0.2,-0.2,3,·,-38,-1.0,7,7

An excerpt of these results, field by field:
NC(=O)c1ccc(Oc2ccc(Cl)cc2)c([N+](=O)[O-])c1
  XiGFP reactiv: 0.2	E-selectin induc: ·	DENV2 CPE rescue: -6	RAD54 inh: ·	RAD52 anneal inh: -5	CFTR F508del cor: -0.8	GSIS activator: ·	Casp6 inh: -1
COc1ccc(CN2CCN(S(=O)(=O)c3ccc(C)cc3)CC2)cc1OC
  XiGFP reactiv: 0.0	E-selectin induc: 0.4	DENV2 CPE rescue: 13	RAD54 inh: ·	RAD52 anneal inh: -6	CFTR F508del cor: 6.1	GSIS activator: 6	Casp6 inh: -3

Remaining list, next part.
structure,XiGFP reactiv,E-selectin induc,DENV2 CPE rescue,RAD54 inh,RAD52 anneal inh,CFTR F508del cor,GSIS activator,Casp6 inh
COc1cc(C(=O)OCC(=O)N2c3ccccc3NC(=O)C2(C)C)ccc1OCC(C)C,0.2,·,-10,·,3,-1.7,-3,-2
O=C(COC(=O)CSc1ccc2ccccc2c1Br)NC1CC1,0.3,·,2,-4,-17,·,3,2
CCC(=O)N1CC2(C1)[C@H](c1ccc(-c3ccc(C)cc3)cc1)[C@@H](CO)N2S(=O)(=O)CC,0.2,-0.2,8,·,-22,0.0,2,1
CCOc1ncccc1C(=O)OCC(=O)Nc1cccc(S(N)(=O)=O)c1,0.0,0.1,-1,-4,-10,-0.9,8,-7
COc1ccc(S(=O)(=O)Nc2ccc3c(c2)C(=O)N([C@H](C)CO)C[C@H](C)[C@@H](CN(C)S(=O)(=O)c2ccc(Cl)cc2)OCCCC[C@H](C)O3)cc1,0.2,0.1,-2,10,-20,-0.3,-6,4
COc1ccccc1C(=O)N/C(=C\c1ccccc1)C(=O)NC(Cc1ccccc1)C(=O)O (stereo not given),·,·,4,4,-5,2.2,8,6
CC(C)(C)c1cc(=O)n(-c2ccccc2)[nH]1,0.0,1.4,17,·,-14,-9.6,-43,-1
COc1cccc(C(=O)N(C)C(C)c2nc3ccccc3s2)c1 (stereo not given),-0.1,0.0,0,-14,-16,-3.3,24,-1
CN1C2CCC1/C(=C/c1cccn1C)C(=O)/C2=C\c1cccn1C,0.0,·,?,i,i,·,-6,-3
COc1ccc(N(CC(=O)Nc2cccc3ccccc23)S(C)(=O)=O)cc1,0.0,·,?,-9,7,-1.6,0,3
COc1ccc(CN(C)C[C@@H]2OCCCC[C@@H](C)Oc3ccc(NC(=O)CCC(F)(F)F)cc3C(=O)N([C@H](C)CO)C[C@H]2C)cc1,0.0,0.1,30*,2,4,-0.1,-22,-2
CCN(CC(=O)Nc1c(F)cccc1F)C(=O)c1cc(C)nc2ccccc12,0.2,0.3,-2,·,-21,1.5,31,-3
O=C1c2oc3ccc(F)cc3c(=O)c2C(c2ccc(F)cc2)N1CCCN1CCOCC1 (stereo not given),0.0,0.2,15,-2,-12,5.0,·,3
Cc1ccc(S(=O)(=O)N2CCC(=O)N(CCOCc3ccccc3C)CC2)cc1,0.2,0.2,·,5,·,-0.3,-12,·
CCOC(=O)c1cccc(C2=CC(=O)C[C@H](c3ccc(Cl)cc3)C2)c1,0.3,0.0,11,10,-12,3.6,5,0
CCOc1cc(N2CCOCC2)c(OCC)cc1NC(=O)c1ccccc1C,-0.1,1.5,7,·,-36,-1.9,-18,0
C[C@@H]1CN([C@H](C)CO)C(=O)c2cc(C3=CCCC3)cnc2O[C@@H]1CN(C)C(=O)Nc1ccc(C(F)(F)F)cc1,0.3,0.0,33*,-4,5,-1.2,-11,0
COc1ccc(CNC(=O)C(=O)NCC2CCCN2S(=O)(=O)c2cccs2)cc1 (stereo not given),0.2,1.5,-3,18,-17,-1.7,18,-2
CC(NS(=O)(=O)c1cccc(Cl)c1)C(=O)N(C)C1CCN(C)CC1 (stereo not given),-0.1,-1.8,10,·,-13,0.5,·,-5
Cc1ccc(S(=O)(=O)Nc2ccc3c(c2)C(=O)N([C@@H](C)CO)C[C@@H](C)[C@H](CN(C)S(=O)(=O)c2ccccc2)O3)cc1,0.1,-0.1,6,-1,8,1.0,-3,-4
CC(C)NC(=O)N(C)C[C@H]1OCCCC[C@H](C)Oc2ccc(NC(=O)Nc3ccc(F)cc3)cc2C(=O)N([C@@H](C)CO)C[C@H]1C,-0.1,0.0,56*,7,4,2.0,12,0
CCCC(=O)Nc1ccc2c(c1)C(=O)N(C)C[C@@H](OC)[C@@H](C)CN(Cc1ccccc1F)[C@H](C)CO2,0.4,-0.3,7,-10,6,-0.1,-16,-1
O=S(=O)(N[C@H]1CC[C@@H](CCn2cc(-c3ccccn3)nn2)O[C@H]1CO)c1cccc(Cl)c1,-0.6,-0.1,?,-6,6,2.1,4,-1
CC/C(=N\Nc1ccnc2cc(Cl)ccc12)c1ccc(O)cc1,0.2,0.4,14,1,-5,3.8,-7,-5

Bioassay records (PubChem BioAssay)
